CXCR6 block = inhibitors of human CXCR6 receptor; O00574; inhibition, % at 20 µM; CHO-K1 PathHunter CXCR6 beta-arrestin, luminescence; 360,000 compounds, 0.36% hits; in the data active = inhibition above about 34%, passing the limit was not always enough;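 also: antagonist mode with CXCL16 agonist at 10 nM final; 0% = 10 nM CXCL16 with DMSO and 100% = unstimulated wells without agonist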
CCR6 antagonist = blocks CCL20-driven beta-arrestin recruitment at human CCR6; P51684; CHO-K1 CCR6 PathHunter beta-arrestin, luminescence, CCL20-stimulated; inhibition, % at 20 µM; 340,000 compounds, 0.49% hits;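 active = compounds whose inhibition of the agonist-driven luminescence signal at 20 µM reaches about 50%, limit read from the data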;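 also: cells stimulated with CCL20 at 14 nM final; plate controls were DMSO with CCL20 for no effect and DMSO without agonist for full effect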
Gli-Sufu block = blocks Gli-Sufu signaling in a luciferase reporter; Sufu-KO-LIGHT fibroblasts, Gli luciferase reporter luminescence; inhibition, % at 5 µM; 340,000 compounds, 0.74% hits; AID 588413;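 active = inhibition above about 55%, limit read from the data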;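 also: 0% = DMSO-treated cells and 100% = wells with medium but no cells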
A3G deaminase = APOBEC3G (human) deaminase inhibition; Q9HC16; recombinant A3G, ssDNA deamination FAM/TAMRA fluorescence; inhibition, % at 20 µM; 330,000 compounds, 0.28% hits; AID 493012;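 active = inhibition of at least 40% at 20 µM, with no more than 30% in the related APOBEC3A deaminase screen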;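 also: plate controls were DMSO wells with A3G for no effect and wells lacking A3G enzyme for full effect; some compounds called inactive have numbers as strong as hits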
Target sequence (Q9HC16 whole entry, looked up): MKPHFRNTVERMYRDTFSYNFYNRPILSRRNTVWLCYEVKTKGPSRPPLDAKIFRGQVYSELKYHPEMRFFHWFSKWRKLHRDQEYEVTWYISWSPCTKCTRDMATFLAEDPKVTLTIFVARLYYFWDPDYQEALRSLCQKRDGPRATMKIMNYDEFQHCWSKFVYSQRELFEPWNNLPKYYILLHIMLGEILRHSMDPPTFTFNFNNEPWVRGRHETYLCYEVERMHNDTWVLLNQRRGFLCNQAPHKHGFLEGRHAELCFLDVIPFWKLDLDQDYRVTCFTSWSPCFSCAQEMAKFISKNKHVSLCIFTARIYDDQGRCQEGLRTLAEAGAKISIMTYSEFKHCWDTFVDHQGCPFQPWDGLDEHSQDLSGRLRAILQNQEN
MPTP inh = inhibitors of mitochondrial permeability transition pore | inhibition, % at 10 µM | 360,000 compounds, 1.4% hits | isolated mouse mitochondria, Ca2+ swelling absorbance, 30 min;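 active = inhibition of 50% or more, scaled per plate between neutral and stimulator controls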;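 also: 0% = DMSO wells given calcium and 100% = 1 mM EGTA wells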
EBI2 antag = antagonists of human EBI2 receptor; inhibition, % at 5 µM; 360,000 compounds, 0.81% hits; EBI2 beta-arrestin recruitment, luminescence, 7a,25-OHC stimulated; in the data active = inhibition above about 38%;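 also: enzyme fragment complementation signal reports receptor beta-arrestin coupling in cells; 0% = agonist plus DMSO wells and 100% = wells without agonist; some results beyond the cut were filed as inactive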
Target sequence (P32249 whole entry, looked up, the tested form may be a part): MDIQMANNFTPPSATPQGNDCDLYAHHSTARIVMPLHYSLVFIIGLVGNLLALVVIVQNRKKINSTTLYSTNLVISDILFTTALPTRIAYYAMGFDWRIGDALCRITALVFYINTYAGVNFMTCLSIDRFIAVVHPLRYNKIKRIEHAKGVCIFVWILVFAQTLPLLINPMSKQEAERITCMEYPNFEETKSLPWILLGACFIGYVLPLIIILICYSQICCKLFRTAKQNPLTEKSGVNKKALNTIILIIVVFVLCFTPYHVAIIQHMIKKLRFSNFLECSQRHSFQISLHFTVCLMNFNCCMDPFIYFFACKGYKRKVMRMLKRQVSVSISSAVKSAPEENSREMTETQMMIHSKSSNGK
APOBEC3A inh = inhibitors of human APOBEC3A DNA deaminase | 330,000 compounds, 0.41% hits | inhibition, % at 20 µM | recombinant A3A, FAM/TAMRA ssDNA deamination fluorescence | P31941;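 active = at least 40% inhibition at 20 µM here, with at most 30% in a related deaminase screen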;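 also: plate controls were A3A with DMSO for no effect and wells lacking A3A enzyme for full effect; some results filed as inactive read as strong as hits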
Target sequence (P31941 whole entry, looked up): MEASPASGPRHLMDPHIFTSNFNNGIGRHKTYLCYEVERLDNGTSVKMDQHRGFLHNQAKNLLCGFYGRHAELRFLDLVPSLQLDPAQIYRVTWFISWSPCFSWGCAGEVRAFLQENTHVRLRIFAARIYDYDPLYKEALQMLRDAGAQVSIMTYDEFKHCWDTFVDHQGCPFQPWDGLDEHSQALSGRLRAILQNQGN
NR3A LBD binder = NR3A (human) ligand-binding domain modulation. NR3A LBD differential scanning fluorimetry, Tm shift; 0% = protein alone, 100% = glycine-bound protein. Tm shift relative to glycine control, % at 25 µM. 340,000 compounds, 2.5% hits. AID 1259313;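 active = melting temperature shift of at least 10% of the positive control shift, at one fixed dose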
* marks the source's active call; other numbers are inactive results; / = not tested or not shown; & = joins results of further samples.

[1] CCCCC1C(=O)CC[C@H]2[C@@H]1CC(=O)[C@@H]2C/C=C\CCCC(=O)O (stereo not given in full)
[2] COC(=O)[C@]1(Cc2ccccc2)N[C@H](CN(C)S(=O)(=O)c2ccc(C)cc2)[C@@H]2C(=O)N(Cc3ccccc3)C(=O)[C@@H]21
[3] CN1CCN(S(=O)(=O)c2ccc(NC(=S)NC(=O)C3CCCCC3)cc2)CC1
[4] CC1CCCCN1CCCNC(=O)c1ccc2nc(N3CCCCC3)sc2c1 (stereo not given)
[5] C=CCSc1ncnc2sc(C)c(C)c12
[6] CC1=C(C(=O)N2CCOCC2)C(c2ccc(Cl)cc2)NC(=S)N1 (stereo not given)
[7] Cc1cc2c(s1)c1cnn(CC(=O)NCCc3ccccc3)c(=O)c1n2C
[8] COc1ccc(C(=O)NNC(=S)NC2CCCCC2)cc1OC

Screen / compound no. | 1 | 2 | 3 | 4 | 5 | 6 | 7 | 8
CXCR6 block | 11 | 7 | 14 | 0 | -4 | -6 | / | 8
CCR6 antagonist | 0 | 3 | 17 | 9 | 2 | -8 | -3 | 6
Gli-Sufu block | -3 | 8 | 2 | -60 | 32 | -19 | 1 | -20
A3G deaminase | -5 | -3 | -10 | -10 | -7 | -6 | 2 | 6
MPTP inh | 1.9 | 2.7 | 0.0 | -1.4 | 2.2 | -0.7 | / | -0.9
EBI2 antag | 6 | 20 | -8 | -11 | -6 | 1 | / | 10
APOBEC3A inh | 0 | -1 | -3 | -2 | -2 | -6 | 1 | 3
NR3A LBD binder | -1 | 6 | -3 | -1 | 1 | 1 | 0 | 1

[9] O=C(O)c1cc(S(=O)(=O)Nc2ccc(N3CCCCC3)cc2)ccc1Cl
[10] CCCCOc1cc(C(=O)NCCN(CC)CC)c2ccccc2n1
[11] Cn1c(C(=O)NCc2cccs2)cc2oc3ccccc3c21
[12] CCCCCCCSc1nsc(N)n1
[13] CN1CCN(c2ccc([N+](=O)[O-])cc2C(=O)N2CCCCC2)CC1
[14] CCCC(=O)OC1CCS(=O)(=O)c2sccc21 (stereo not given)
[15] COC(=O)[C@]1(Cc2ccccc2)N[C@H](CN(C)S(=O)(=O)c2ccc(C(C)(C)C)cc2)[C@@H]2C(=O)N(Cc3ccccc3)C(=O)[C@@H]21
[16] CCOc1ccccc1N1CCN(C(=O)CNC(=O)c2ccc(OC)c(OC)c2)CC1

Screen / compound no. | 9 | 10 | 11 | 12 | 13 | 14 | 15 | 16
CXCR6 block | 7 | 8&5 | -10 | -8 | 2 | 6 | 3 | -13
CCR6 antagonist | 3 | 16&19 | 6 | -14 | -2 | 10 | 8 | -3
Gli-Sufu block | -4 | 5&-1 | 3 | -23 | -18 | -13 | 9 | 71*
A3G deaminase | -4 | -5&2 | -1 | -1 | -2 | -19 | -8 | -7
MPTP inh | -1.8 | 18&1.0 | 8.7 | 1.4 | -0.5 | 3.1 | 0.0 | 1.5
EBI2 antag | -1 | -4&3 | 44 | -19 | -4 | -10 | 19 | -5
APOBEC3A inh | -2 | -3&3 | 0 | 3 | 0 | -4 | -4 | -7
NR3A LBD binder | -1 | 1&-2 | -3 | -11 | -3 | 1 | 1 | -7

Individual results from the results shown.
no. 15 @ MPTP inh: 0.0
no. 16 @ CXCR6 block: -13

Down the list, quoted from above.
Nos. 4–8 in CXCR6 block read 0, -4, -6, /, 8
Nos. 4–8 in A3G deaminase read -10, -7, -6, 2, 6

Additional results follow.
[17] COc1ccc(CN2C(=O)C(Cc3ccccc3)Nc3ncnc(N4CCCCC4)c32)cc1 (stereo not given)
[18] COc1cccc(NC(=O)N2CCN(c3cccc(C)c3C)CC2)c1
[19] Cc1ccc(Cn2ncc3c(N4CCN(C)CC4)ncnc32)cc1
[20] Cc1nn(Cc2ccccc2Cl)c(C)c1NC(=O)c1ccn(C)n1
[21] COc1ccc(/C=C/C(=O)NC(=S)NNC(=O)c2cccnc2)cc1
[22] Cc1ccnc(N2CCC(C(=O)NCc3ccc4c(c3)OCO4)CC2)n1
[23] COc1c(-c2ccccc2)oc2c(ccc3occc32)c1=O
[24] O=S(=O)(Nc1cccc(-n2cnnn2)c1)c1ccc(Cl)nc1

Screen / compound no. | 17 | 18 | 19 | 20 | 21 | 22 | 23 | 24
CXCR6 block | 31 | 5 | 1 | 0 | 18 | 7 | 5 | -5
CCR6 antagonist | 43 | 12 | -4 | 16 | 32 | -8 | 18 | 10
Gli-Sufu block | 4 | -11 | 11 | -1 | -2 | -5 | -14 | -2
A3G deaminase | 4 | -1 | -2 | -2 | 3 | -1 | -7 | -4
MPTP inh | -1.8 | 4.0 | -0.5 | -0.5 | 1.7 | 24 | 0.3 | -1.9
EBI2 antag | 7 | 78* | 1 | -24 | 4 | 3 | -4 | -1
APOBEC3A inh | -2 | 0 | 0 | -1 | 8 | -1 | -4 | -2
NR3A LBD binder | -4 | -6 | -1 | -2 | -23 | -3 | 0 | 0

[25] COc1ccc(N=Cc2ccccc2O)cc1
[26] CC1=NN(C(=O)c2ccccc2Br)C(O)(c2ccc(Cl)cc2)C1 (stereo not given)
[27] Clc1cccc(-c2sc(Nc3ccccc3)n[n+]2-c2ccccc2)c1Cl
[28] c1ccc(CC(Cc2ccccc2)c2ccccn2)cc1
[29] CCOC(=O)N1CCN(S(=O)(=O)c2ccc3c(c2)SC(C)C(=O)N3)CC1 (stereo not given)
[30] CN(C)/C=C1\C=C(c2ccccc2)OC1=O
[31] COc1ccc(N2CCN(C(=O)c3cc(=O)c4cc(C)c(C)cc4o3)CC2)cc1
[32] O=C(CN1c2ccccc2S(=O)(=O)c2ccccc21)NCc1ccc(F)cc1

Screen / compound no. | 25 | 26 | 27 | 28 | 29 | 30 | 31 | 32
CXCR6 block | -6 | 11 | 3 | 5 | -2 | 6 | -15 | 3
CCR6 antagonist | -7 | 12 | 8 | 16 | 1 | 12 | -4 | -14
Gli-Sufu block | 0 | -2 | -9 | -8 | -15 | -6 | 10 | -10
A3G deaminase | / | -7 | -11 | / | -3 | -2 | -7 | 1
MPTP inh | -0.1 | 0.9 | 45 | -1.2 | 6.9 | 0.5 | -0.5 | -0.8
EBI2 antag | 8 | 1 | -5 | 14 | -7 | 1 | 92* | -4
APOBEC3A inh | / | 0 | -1 | / | 0 | 1 | -6 | -5
NR3A LBD binder | 0 | -1 | 2 | 0 | 0 | 2 | -11 | 4

[33] COc1ccccc1C(=O)Nc1cc2c(cc1C(=O)O)OCCCO2
[34] CCOc1ccc(CCNC(=O)C(C)n2nc(C)c3c(C)n(-c4ccccc4)nc3c2=O)cc1 (stereo not given)
[35] C=CCNC(=O)CC1C(=O)NCCN1Cc1ccc(-c2ccccc2)cc1 (stereo not given)
[36] CS(=O)(=O)Nc1cccc2cccnc12
[37] O=C(O)CCC(=O)Nc1ccc(SSc2ccc(NC(=O)CCC(=O)O)cc2)cc1
[38] COC(=O)CSc1nnc(CNc2nc(-c3ccccc3)cs2)n1C
[39] CCOc1ccc(Cn2c(=O)sc3ccccc32)cc1
[40] COC(=O)[C@@]12CCCN1[C@H](c1ccc(-c3ccccc3)c(OC)c1)[C@H]1C(=O)N(C)C(=O)[C@H]12

Screen / compound no. | 33 | 34 | 35 | 36 | 37 | 38 | 39 | 40
CXCR6 block | 9 | 6 | -17 | 20 | -2 | -1 | -21 | -8
CCR6 antagonist | 7 | 9 | 3 | 21 | -2 | -12 | 10 | 3
Gli-Sufu block | 22 | -2 | -9 | -11 | 8 | 0 | 3 | -8
A3G deaminase | -7 | -1 | 0 | -8 | 6 | -5 | -4 | -4
MPTP inh | -0.4 | -1.2 | 0.1 | 0.7 | 2.4 | 1.1 | 2.8 | 0.8
EBI2 antag | 1 | 12 | -7 | -2 | 4 | 5 | 20 | -5
APOBEC3A inh | 1 | -2 | 1 | -8 | 0 | -3 | -3 | -3
NR3A LBD binder | -7 | 1 | 3 | 10 | 0 | 2 | 1 | -2

[41] O=C(CCN1CCN(Cc2ccccc2)CC1)NNC(=O)Nc1cccc(Cl)c1
[42] OCC[C@@H]1C[C@@H](O)[C@H](O)[C@]2(CCCc3ccccc3O2)O1
[43] COc1ccc(Br)cc1CNC(=O)CCC(=O)N1CCSc2ccccc21
[44] Nc1cc(C(F)(F)F)ccc1C(=O)O
[45] CCOc1ccc(CN(C)c2nc(-c3cccnc3)nc3ccccc23)cc1OC
[46] O=C(Cn1ccc2ccccc2c1=O)NCC1COc2ccccc2O1 (stereo not given)
[47] Cc1ccc(C(=O)Nc2nc3ccc(S(C)(=O)=O)cc3s2)cc1C
[48] O=C(O)c1ccccc1C(=O)OCCc1cc2ccccc2c(=O)o1

Screen / compound no. | 41 | 42 | 43 | 44 | 45 | 46 | 47 | 48
CXCR6 block | 3 | 1 | -1 | -10 | 1 | 2 | 2 | -2
CCR6 antagonist | 2 | 0 | 12 | / | 13 | 1 | 10 | -3
Gli-Sufu block | 4 | -8 | 28 | / | 6 | 5 | -3 | -16
A3G deaminase | -3 | -9 | -3 | -8 | -6 | -3 | -5 | -9
MPTP inh | 1.6 | -0.3 | -0.1 | -1.6 | -2.0 | 1.5 | 1.8 | -2.8
EBI2 antag | 3 | -2 | 16 | -7 | 10 | -15 | -7 | 1
APOBEC3A inh | -1 | -9 | -2 | -5 | -2 | -2 | -2 | -3
NR3A LBD binder | 0 | 0 | 0 | / | 0 | -2 | -17 | -1

Filtered by structure, the entries above with fluorine (2)
[32] O=C(CN1c2ccccc2S(=O)(=O)c2ccccc21)NCc1ccc(F)cc1
[44] Nc1cc(C(F)(F)F)ccc1C(=O)O

Screen / compound no. | 32 | 44
CXCR6 block | 3 | -10
CCR6 antagonist | -14 | /
Gli-Sufu block | -10 | /
A3G deaminase | 1 | -8
MPTP inh | -0.8 | -1.6
EBI2 antag | -4 | -7
APOBEC3A inh | -5 | -5
NR3A LBD binder | 4 | /

Next part
[49] O=C1C(=O)N(CCCn2ccnc2)C(c2ccc([N+](=O)[O-])cc2)/C1=C(\O)c1ccc2c(c1)OCCO2 (stereo not given)
[50] COC(=O)C1=C(N)Oc2cc(C)n(CCCn3ccnc3)c(=O)c2C1c1cccc(Cl)c1 (stereo not given)
[51] O=C(Nc1ccc(F)cc1F)c1cc(-c2ccc3c(c2)OCO3)on1
[52] COc1cccc(C(=O)OC2CCCN(C)C2)c1 (stereo not given)
[53] O=C(Nc1ccccc1)c1ccccc1NC(=O)C1CCCCC1
[54] Cc1nc2c(=O)n(C)c(=O)[nH]c2n1Cc1ccccc1
[55] Cc1ccc(S(=O)(=O)N2CCCCC2)cc1NC(=O)C1CC(=O)N(Cc2ccco2)C1 (stereo not given)
[56] CCC(C)(C)NC(=O)C(c1cccc(OC)c1OC)N(Cc1ccc(OC)cc1)C(=O)CCC(=O)Nc1cc(C)on1 (stereo not given)

Screen / compound no. | 49 | 50 | 51 | 52 | 53 | 54 | 55 | 56
CXCR6 block | 6 | 7 | 9 | 1 | 7 | -2 | 12 | -7
CCR6 antagonist | 7 | 4 | 0 | 12 | -12 | -10 | 5 | -10
Gli-Sufu block | -5 | -6 | -61 | 2 | -6 | 0 | -3 | 22
A3G deaminase | -7 | -5 | 1 | 2 | -1 | -7 | -9 | 2
MPTP inh | 0.5 | 0.4 | 0.1 | -1.5 | -0.7 | -1.6 | -3.0 | -0.4
EBI2 antag | 6 | 7 | 0 | 0 | -1 | -7 | 0 | 10
APOBEC3A inh | -4 | -3 | 1 | 2 | 1 | -3 | -4 | 3
NR3A LBD binder | -3 | 1 | -1 | -5 | 0 | -2 | 0 | -1

An excerpt of these results, in markdown:
| item | canonical_smiles | CXCR6 block | CCR6 antagonist | Gli-Sufu block | A3G deaminase | MPTP inh | EBI2 antag | APOBEC3A inh | NR3A LBD binder |
| --- | --- | --- | --- | --- | --- | --- | --- | --- | --- |
| 8 | COc1ccc(C(=O)NNC(=S)NC2CCCCC2)cc1OC | 8 | 6 | -20 | 6 | -0.9 | 10 | 3 | 1 |
| 9 | O=C(O)c1cc(S(=O)(=O)Nc2ccc(N3CCCCC3)cc2)ccc1Cl | 7 | 3 | -4 | -4 | -1.8 | -1 | -2 | -1 |
| 10 | CCCCOc1cc(C(=O)NCCN(CC)CC)c2ccccc2n1 | 8&5 | 16&19 | 5&-1 | -5&2 | 18&1.0 | -4&3 | -3&3 | 1&-2 |

Bioassay records as filed in PubChem BioAssay.
